BaF3 parental – counter-screen for JAK2V617F inhibitors: parental Ba/F3 viability inhibitors | actives 1.1% (n = 220,000) | inhibition, % at 5.6 µM | CellTiter-Glo ATP luminescence | AID 1486;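 active = inhibition above a per-campaign cutoff, the mean inhibition of all tested compounds plus 3 SD, cut at about 27% in these data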;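 also: 0% = DMSO wells and 100% = JAK Inhibitor I control wells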
PERK inhibitor – human PERK inhibition, primary cell-based screen; Q9NZJ5; CHO PERK-DD fusion, SEAP luminescence translation reporter; inhibition, % at 5.6 µM; actives 0.17% (n = 220,000); AID 1416;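 active = inhibition above the mean inhibition of all tested compounds plus 3 SD, set separately per screening campaign, cut at about 2.9% in these data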;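 also: PERK kinase domain activated by AP20187 dimerizer at 100 nM; 0% = DMSO with dimerizer and 100% = rapamycin at 8.4 µM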
m-calpain inh – blocks pig calpain II enzyme activity | purified calpain II, fluorogenic peptide substrate, 30 min | inhibition, % at 16 µM | actives 0.37% (n = 220,000);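 active = inhibition above about 50%, limit read from the data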
Ba/F3 V617F tox – reduce viability of Ba/F3 cells dependent on JAK2V617F. Ba/F3 EpoR-JAK2V617F viability, ATP luminescence. inhibition, % at 5.6 µM. actives 1.1% (n = 220,000). AID 1446;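 active = inhibition above the campaign mean plus 3 SD over all tested compounds, cut at about 24% in these data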;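 also: cytokine-independent growth of Ba/F3 cells driven by EpoR plus mutant JAK2; 0% = DMSO-treated cells and 100% = JAK inhibitor I control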
S1P4 agonist – activates the human S1P4 receptor; O95977; activation, % at 4.98 µM; S1P4-expressing cell line, agonist reporter assay; actives 0.35% (n = 220,000); AID 1509; in the data active = activation above about 11%;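 also: 0% = DMSO vehicle and 100% = reference agonist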
TRPML3 agonist – human mucolipin-3 channel agonism. Q8TDD5. HEK293 TRPML3-YFP, Fluo-8 calcium fluorescence; 100% = the carbachol control signal. activation, % at 3 µM. actives 0.29% (n = 220,000);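 active = activation above its plate's cutoff, the mean activation of the plate's test wells plus 3 SD, cut at about 12% in these data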;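 also: 0% = DMSO only wells and 100% = carbachol wells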
Target sequence (Q8TDD5 whole entry, looked up): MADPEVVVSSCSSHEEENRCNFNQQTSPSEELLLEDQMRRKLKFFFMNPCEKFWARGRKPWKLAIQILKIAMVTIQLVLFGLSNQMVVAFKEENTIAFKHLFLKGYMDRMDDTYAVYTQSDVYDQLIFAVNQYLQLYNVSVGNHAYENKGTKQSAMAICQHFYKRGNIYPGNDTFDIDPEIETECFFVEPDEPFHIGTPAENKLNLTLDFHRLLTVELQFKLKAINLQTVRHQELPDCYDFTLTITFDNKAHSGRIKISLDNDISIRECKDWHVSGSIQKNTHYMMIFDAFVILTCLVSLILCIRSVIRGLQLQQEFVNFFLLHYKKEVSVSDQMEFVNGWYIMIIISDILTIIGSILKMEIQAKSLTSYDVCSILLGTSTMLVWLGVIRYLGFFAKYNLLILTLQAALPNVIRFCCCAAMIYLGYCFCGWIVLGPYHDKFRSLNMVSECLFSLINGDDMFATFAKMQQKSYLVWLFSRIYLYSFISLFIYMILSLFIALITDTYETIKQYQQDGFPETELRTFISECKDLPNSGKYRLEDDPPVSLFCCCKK
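system = HEK293 cells stably carrying human TRPML3-YFP | doses = one concentration, 3 µM nominal, 0.3% DMSO | timing = dye loading 1 h 37 °C then 30 min ambient, 125 s read | detection = Fluo-8 calcium dye fluorescence, ex 470-495, em 515-575 nm | benchmarks = high control carbachol 87 µM, low control DMSO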
EP2 mod – EP2 receptor (human) modulation; EP2-expressing cells, cAMP HTRF FRET, PGE2 co-stimulation; induction, % at 25 µM; actives 0.83% (n = 260,000); AID 940;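 active = compounds whose cAMP rise, as percent of the full-agonist control response, exceeds 60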;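 also: rat C6 glioma line stably carrying human EP2 under a CMV promoter; the protocol text gives 20 µM as final concentration; 100% = response of wells given 1 µM PGE2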
Target sequence (P43116 whole entry, looked up): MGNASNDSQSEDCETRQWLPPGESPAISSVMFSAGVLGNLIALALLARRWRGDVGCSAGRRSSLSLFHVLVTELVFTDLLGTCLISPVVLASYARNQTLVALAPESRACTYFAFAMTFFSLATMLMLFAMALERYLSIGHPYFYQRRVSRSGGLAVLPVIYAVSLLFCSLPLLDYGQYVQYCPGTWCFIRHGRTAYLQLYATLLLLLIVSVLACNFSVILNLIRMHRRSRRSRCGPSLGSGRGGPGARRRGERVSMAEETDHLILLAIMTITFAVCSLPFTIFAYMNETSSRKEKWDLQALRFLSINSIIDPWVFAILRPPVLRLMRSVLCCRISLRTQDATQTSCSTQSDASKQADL
S1P4 antagonist – blocks the human S1P4 receptor | S1P4-expressing cells, antagonist mode, reporter read-out | actives 0.26% (n = 220,000) | inhibition, % at 4.98 µM | O95977; in the data active = inhibition above about 29%;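 also: 0% = wells stimulated with agonist and 100% = vehicle wells without agonist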
zfTRPN1 agonist – zebrafish TRPN1 (NompC) channel agonism; AID 1424; HEK293 zebrafish TRPN1-YFP, Fluo-8 calcium fluorescence; 100% = response to 87 µM carbachol; activation, % at 3 µM; actives 0.18% (n = 220,000);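 active = activation above its plate's cutoff, the mean activation of test wells on that plate plus 3 SD, cut at about 19% in these data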;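 also: 0% = DMSO alone and 100% = 87 µM carbachol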
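System: zebrafish TRPN1-YFP in HEK293 cells / Dosing: 3 µM single point / Timing: dye loading 1 h at 37 °C, then 30 min room temperature / Signal: Fluo-8 calcium fluorescence, excitation 470-495 nm, emission 515-575 nm / Read-out basis: percent activation from peak over basal fluorescence ratio, control-normalized / Control set: high carbachol 87 µM, low DMSO alone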
* hit, by the source's call; i = inactive; . = not tested or not shown; & = joins results of further samples.

SMILES	BaF3 parental	PERK inhibitor	m-calpain inh	Ba/F3 V617F tox	S1P4 agonist	TRPML3 agonist	EP2 mod	S1P4 antagonist	zfTRPN1 agonist
CC(C(=O)NCc1ccco1)c1ccc([N+](=O)[O-])cc1 (centres undefined)	1	0.6	1	-1	-0.2	-0.4	20	-11	-0.1
CCOc1ccc(C(CC(=O)O)n2cnnn2)cc1 (centres undefined)	5	1.0	-12	-3	1.9	-0.4	15	-16	-0.3
Cc1ccc(C)c(NC(=O)CCC(=O)N/N=C/c2cc([N+](=O)[O-])ccc2O)c1	7	1.5	-9	-3	-0.4	0.8	3	-6	0.1
CC(=O)N=c1c(C#N)cc2c(=O)n3ccccc3nc2n1Cc1ccccc1	6	0.8	-292	-3	2.3	0.9	-4	-7	0.9
CCc1ccccc1NC(=O)CC1SCCNC1=O (centres undefined)	6	1.0	-29	2	0.9	1.1	4	-13	-0.6
CCc1ccc(CCC(=O)Nc2ncc(Cc3ccccc3Cl)s2)o1	3	0.1	-9	0	3.6	0.3	39	-22	-0.6
Cc1ccc(C2C3=C(CC(C)(C)CC3=O)N(CCN3CCOCC3)C3=C2C(=O)CC(C)(C)C3)cc1	1	-0.2	i	0	6.8	0.2	3	-16	-1.2
CC12CCC(C(=O)N(CCC#N)CCC#N)(CC1=O)C2(C)C (centres undefined)	5	1.3	11	-2	-0.7	0.9	5	7	1.4
CCC(O)C1CCN(Cc2cn(Cc3ccccc3)nc2-c2cc3ccccc3o2)CC1 (centres undefined)	8	0.0	8	2	-0.8	2.6	-50	5	1.4
COC(=O)CSc1nnc(-c2ccco2)o1	4	-0.3	-22	0	0.2	0.0	-12	-9	1.7
O=C(CCCSc1nc2ccccc2s1)NC1=NCCS1	0	-0.8	-1	-1	1.2	0.4	-18	-12	1.6
O=C(NCc1nc2ccccc2[nH]1)c1cccc(S(=O)(=O)N2CCCC2)c1	6	0.9	-39	-2	-2.8	0.4	-26	-17	0.8
COc1cc(C(=S)NC2CCCCC2)ccc1O	0	1.3	-3	-2	0.8	-0.4	44	-2	-0.9
COc1cc([C@H]2[C@@H]3CCCC[C@]3(O)CCN2CC(=O)Nc2ccc(C)cc2)ccc1O	6	-0.8	-58	1	0.3	1.0	6	3	3.6
O=C(NNC(=O)c1cc2cc3ccccc3nc2s1)c1ccc(F)cc1	1	0.3	-67	-3	0.6	0.7	-45	2	-0.2
O=C(c1ccccc1)c1ccc(OC(=O)N2CCOCC2)cc1	0	0.8	4	-2	1.0	1.2	-1	-6	1.0
CCOC(=O)c1[nH]c(C)c(CCC(=O)OC)c1C	5	1.2	11	-4	-1.1	-0.5	-9	3	3.1
COc1ccc2c(c1)C(=O)[C@@H](O)[C@H](c1ccc(OC)c(Br)c1)O2	8	-0.1	-58	-1	0.9	0.4	4	2	0.4
Nc1sc(-c2ccccc2)cc1-c1n[nH]c(=S)n1C1CCCCC1	57*	0.1	15	89*	0.0	0.8	9	-11	0.2
O=C(Nc1ncc2c(n1)-c1ccccc1CC2)C1CC1	6	-0.2	20	6	2.7	-0.7	-20	11	-1.2
Cc1ccc(C2=NN(S(C)(=O)=O)C(c3cccs3)C2)cc1 (centres undefined)	11	0.1	1	5	0.8	-0.2	-17	-5	-1.3
CCCCc1ccc(NC(=O)N[C@@H](CC(C)C)C(=O)O)cc1	-3	-0.2	26	4	0.4	-0.1	-2	-3	1.1
COc1ccc(CCn2c(N)c(C#N)c3nc4ccccc4nc32)cc1OC	3	-0.3	-89	-1	0.3	-0.4	-6	-2	1.4
CCOC(=O)c1nnn(-c2nonc2N)c1COc1ccc(F)cc1	6	-0.8	-21	-1	-0.6	0.2	29	-3	-0.5
Cc1ccc(Oc2nnc(-c3ccccc3)c3ccccc23)cc1	4	0.2	41	-3	-4.2	0.0	58	-14	-0.7
CCN1CC=C2C(C#N)=C(N)C(C#N)(C#N)[C@H](c3cccc(OC)c3OC)[C@H]2C1	4	-1.4	.	1	2.3	2.2	.	-10	1.0
Nc1c(C(=O)NCc2ccccc2)nnn1Cc1ccc(F)cc1	5	-0.1	9	1	0.5	1.0	-17	-31	7.0
COc1ccc(C2C=C(c3cccs3)Nc3nc(CCCO)nn32)cc1 (centres undefined)	4	-0.4	i	2	0.2	1.2	7	9	3.4
COc1ccc(S(=O)(=O)N2CCC(C(=O)NCc3ccccn3)CC2)cc1OC	2	1.2	3	-3	1.4	0.4	-3&9	8	-0.5
CCN1CCN(C(=O)c2ccc(Cl)c(S(=O)(=O)N3CCCCCC3)c2)CC1	6	-0.4	-21	-1	2.2	2.6	1	-9	6.1

Single entries from the entries so far.
Reading of COc1ccc(CCn2c(N)c(C#N)c3nc4ccccc4nc32)cc1OC under EP2 mod: -6
Reading of CCN1CC=C2C(C#N)=C(N)C(C#N)(C#N)[C@H](c3cccc(OC)c3OC)[C@H]2C1 under PERK inhibitor: -1.4

Other compounds:
SMILES	BaF3 parental	PERK inhibitor	m-calpain inh	Ba/F3 V617F tox	S1P4 agonist	TRPML3 agonist	EP2 mod	S1P4 antagonist	zfTRPN1 agonist
O=C(CN1C(=O)c2cccc3cccc1c23)Nc1ccc2c(c1)OCO2	-2	-0.1	-56	-3	1.8	-1.0	-2	5	0.2
CCOC(=O)c1cc(CC)sc1NC(=O)COC	5	0.4	15	1	0.9	-0.6	32	-11	-1.4
COc1ccccc1N1CCN(C(=O)Nc2ccc(F)c(Cl)c2)CC1	4	0.6	-10	1	-0.5	0.8	-24	-7	3.9
O=C(COC(=O)c1ccc([N+](=O)[O-])o1)Nc1nc2ccccc2s1	-2	2.1	-18	-2	0.2	-0.2	-36	7	2.7
Cn1c(CN2CCN(CCO)CC2)c(C#N)c2ccccc21	1	0.5	10	-2	1.1	0.5	-5	-4	0.6
O=C(COC(=O)c1cccc(S(=O)(=O)N2CCCC2)c1)Nc1ccccc1	2	0.6	-13	-2	0.8	0.7	-10	-3	1.5
CC(C)NC(=O)COC(=O)/C=C/c1ccc(F)cc1	2	1.1	10	-2	0.3	0.8	-16	-8	1.8
Cn1c(N)c(C(=O)COC(=O)c2cccc(S(=O)(=O)N3CCCCC3)c2)c(=O)n(C)c1=O	4	-0.1	11	-2	0.8	1.6	12	-6	1.2
COc1ccc(/C=N/NC(=O)Cn2cnc3c2c(=O)n(C)c(=O)n3C)cc1	-3	0.9	4	-2	0.9	0.3	-30	-12	0.6
CCOC(=O)N1CCC(N2CCN(S(=O)(=O)c3ccc(OC)cc3)CC2)CC1	4	-0.3	18	0	-0.8	0.9	16	10	-0.7
COc1cc(/C=N/NC(=O)CCN2CCN(c3ccccc3)CC2)cc(OC)c1OC	3	-0.1	-6	-1	1.0	1.0	-1	-14	-1.3
COc1ccc2c(c1)c(N=O)c(O)n2C	3	0.8	-2	-1	0.0	-0.3	-5	-2	0.5
CCOC(=O)N1CCN(C(=O)CC(C(=O)N2CCc3ccccc32)n2ccnc2)CC1 (centres undefined)	4	0.9	20	3	1.3	-0.5	-18	1	0.8
CC(=O)Nc1ccc(C(=O)CSc2nc3ccc(C)cc3[nH]2)cc1	3	0.2	-56	-4	0.8	0.4	-41	-9	0.3
COc1ccc(NN=Nc2nc3c([nH]2)c(=O)n(C)c(=O)n3C)cc1	-2	1.5	0	1	-0.1	1.5	-12	-3	1.2
Cc1cc(OCC(=O)N[C@@H](Cc2ccccc2)c2nc3ccccc3[nH]2)ccc1Cl	5	-0.6	12	4	-0.2	0.2	22	-7	0.6
COc1cc(NS(=O)(=O)c2ccc(Nc3nc(-c4ccccn4)cs3)cc2)nc(OC)n1	4	0.9	-76	0	-0.5	-0.5	-32	-17	-0.6
CC(C)OC(=O)/C(=C\C=C\c1ccccc1)NC(=O)c1ccccc1	5	-0.2	18	-2	0.8	-0.9	0	-12	-0.9
O=C(COc1ccccc1Br)NCc1ccccn1	5	-0.3	-2	1	-1.7	1.0	-7	-7	-0.9
C=CCNC(=O)CN1CCC(n2nnc3cc(C(F)(F)F)ccc32)CC1	2	1.4	-21	-3	-1.3	0.1	-10	-5	-0.3
CCN(CC)c1ccc(NC(=O)c2cccnc2)cc1	3	1.4	8	0	-0.7	0.2	5	0	-0.2
CCOc1ccc(NC(=O)CC2C(=O)N(c3ccccc3)C(=O)N2Cc2ccco2)cc1 (centres undefined)	5	0.7	-17	1	0.2	1.0	-1	-1	-1.1
COc1cccc(-c2nc(Oc3cc(C)cc(C)c3)c3ccccc3n2)c1O	7	0.9	31	4	-1.1	-0.6	27	-6	0.8
CCNC(=S)N(CCc1ccc(S(N)(=O)=O)cc1)C1CC(=O)N(c2ccccc2)C1=O (centres undefined)	6	0.5	-13	-3	-1.0	2.0	-55	-6	7.9
N#Cc1cn(CC(=O)NCC2CCCO2)c2ccccc12 (centres undefined)	0	1.2	-33	-2	0.1	0.3	1	-6	2.3
COC(=O)C1CCN(CC(=O)Nc2ccccc2Sc2ccccc2)CC1	1	-0.9	7	-1	1.4	0.2	59	-5	-0.8
CCSc1nnc([C@H](C)NC(=O)OC(C)(C)C)o1	8	0.3	18	-1	0.2	0.1	9	-5	0.6
Cc1nn(C)c(C)c1S(=O)(=O)N(CC(=O)NC1CCCCCC1)c1ccc(C(C)C)cc1	5	-0.5	6	-2	0.1	-0.2	23	-14	0.2
Nc1nc(NCCCN2CCOCC2)nc(Nc2ccccc2)c1[N+](=O)[O-]	1	-1.1	-1	-1	-0.3	0.3	-14	-7	-1.1
COc1cccc2cc(C(=O)Nc3cccnc3N3CCOCC3)c(=O)oc12	8	1.3	-8	0	-0.6	1.7	-8	-11	-0.7
Cc1ccc(C(C(=O)NCc2ccco2)N(C(=O)CNC(=O)c2cccs2)c2c(C)cccc2C)cc1 (centres undefined)	7	-0.4	16	2	81*	0.8	24	-1	1.0
CC(C)COc1ccc(-c2nnc(-c3ccco3)o2)cc1	2	0.6	-23	-3	1.7	0.3	41	-16	-0.5
CCCCNC(=O)Nc1cc(C(=O)OC)ccc1C	7	1.5	-3	5	1.1	-0.1	-5	3	0.7
CC1CC(C)(C)NC(=S)N1CCC(=O)NCc1ccc(F)cc1 (centres undefined)	7	-0.5	10	3	-0.5	-0.3	-16	-16	0.2
Cc1ccc(/C=N/NC(=O)c2cccs2)cc1[N+](=O)[O-]	6	-0.6	16	2	0.7	-0.2	-13	-11	0.5
CCN1C(=O)c2cccc3c(S(=O)(=O)Nc4ccccn4)ccc1c23	12	0.7	-182	6	1.1	1.0	18	-12	1.0
O=C(Cn1nc(Cl)nc1Cl)c1cc2ccccc2oc1=O	3	-0.2	-43	-4	-1.6	1.7	10	-2	0.8
N#Cc1ccc(CSc2nnc(COc3ccccc3)n2-c2ccccc2)cc1	6	0.1	-2	2	-6.2	-0.4	21	12	-1.8
Cc1ccc(CN2CCc3c(OCC(=O)Nc4cccc(C)c4C)cccc3C2=O)cc1	3	0.0	11	-1	-1.6	0.4	-9	-1	-0.1

Records above printed as active in S1P4 agonist.
structure,PERK inhibitor,m-calpain inh,S1P4 agonist,TRPML3 agonist,EP2 mod,S1P4 antagonist
Cc1ccc(C(C(=O)NCc2ccco2)N(C(=O)CNC(=O)c2cccs2)c2c(C)cccc2C)cc1 (centres undefined),-0.4,16,81*,0.8,24,-1

Bioassay records (PubChem)
